Runt-SMMHC FRET = Runt domain-CBFb-SMMHC interaction inhibition; Q01196+Q13951; Cerulean-Runt/Venus-CBFb-SMMHC FRET ratio 530/480, 1 h; inhibition, % at 20 µM; 220,000 tested, 0.74% active; AID 1434;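 active = mean inhibition across duplicate retests at 20 µM reaching about 50%, limit read from the data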;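 note: 0% = DMSO wells and 100% = wells with excess untagged CBFb-SMMHC; inhibitors lower the FRET ratio by blocking Runt binding to CBFb-SMMHC; some results filed as inactive read as strong as hits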
Target sequence (Q01196 whole entry, looked up, the tested form may be a part): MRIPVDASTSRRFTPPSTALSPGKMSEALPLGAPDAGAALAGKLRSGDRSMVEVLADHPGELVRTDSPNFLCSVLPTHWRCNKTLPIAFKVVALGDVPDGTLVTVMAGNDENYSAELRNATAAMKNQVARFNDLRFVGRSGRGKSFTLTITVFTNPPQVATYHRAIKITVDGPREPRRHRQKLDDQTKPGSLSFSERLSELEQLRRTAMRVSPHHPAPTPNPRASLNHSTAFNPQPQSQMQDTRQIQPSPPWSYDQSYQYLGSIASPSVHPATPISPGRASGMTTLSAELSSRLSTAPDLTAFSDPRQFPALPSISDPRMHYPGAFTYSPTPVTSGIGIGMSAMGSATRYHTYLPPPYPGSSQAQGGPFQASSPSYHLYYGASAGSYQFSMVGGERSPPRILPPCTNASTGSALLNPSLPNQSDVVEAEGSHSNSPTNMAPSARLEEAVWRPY
Target sequence (Q13951 whole entry, looked up, the tested form may be a part): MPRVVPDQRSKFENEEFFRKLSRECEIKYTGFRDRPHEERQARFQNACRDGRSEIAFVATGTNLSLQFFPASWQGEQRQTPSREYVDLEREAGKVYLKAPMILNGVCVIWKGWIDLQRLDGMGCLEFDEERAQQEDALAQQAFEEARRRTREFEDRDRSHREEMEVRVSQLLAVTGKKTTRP
m-calpain inh = blocks pig calpain II enzyme activity. purified calpain II, fluorogenic peptide substrate, 30 min. inhibition, % at 16 µM. 220,000 tested, 0.37% active;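 active = inhibition above about 50%, limit read from the data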
RBBP9 inh = blocks human serine hydrolase RBBP9; O75884; recombinant RBBP9, FP-Rh probe fluorescence polarization; inhibition, % at 7.94 µM; 220,000 tested, 0.2% active; AID 1515;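 active = inhibition above the campaign mean of all tested compounds plus 3 SD, cut at about 14% in these data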;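 note: plate controls were DMSO wells with RBBP9 for no effect and wells lacking RBBP9 protein for full effect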
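Controls: DMSO-treated enzyme wells and wells lacking RBBP9 | Material: RBBP9 protein | Technique: Fluorescence polarization | Replication: Single well per compound, no replicates | Buffer or medium: Tris-NaCl-Pluronic buffer, pH 8.0 | Timing: 30 min compound preincubation, 45 min probe labeling, 25 °C | Read-out basis: Percent inhibition from mP, scaled between DMSO and no-protein wells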
TbHK1 inh = blocks Trypanosoma brucei hexokinase 1 activity | 220,000 tested, 0.11% active | recombinant TbHK1, G6PDH-coupled NADH A340 | inhibition, % at 10 µM;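 active = inhibition of 50% or more in the single-dose primary screen; inactive = inhibition below 50%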
p97 inhibitor = human p97 ATPase inhibition; P55072; recombinant p97 ATPase, Kinase-Glo ATP luminescence, 3 h; inhibition, % at 8 µM; 220,000 tested, 0.42% active; AID 1481; in the data active = inhibition above about 15%;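 note: 0% = DMSO vehicle and 100% = wells lacking enzyme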
Furin inh = inhibitors of human furin; inhibition, % at 30 µM; purified furin, fluorogenic substrate cleavage; 220,000 tested, 0.061% active; P09958; in the data active = inhibition above about 25%; note: inactives centre near -15
p47phox inh = inhibitors of human p47phox binding. p47phox/p22phox peptide binding, fluorescence polarization, 2 h. 220,000 tested, 0.53% active. inhibition, % at 24.7 µM;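 active = inhibition above about 30%, limit read from the data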;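 note: 0% = p47phox with labelled peptide and 100% = labelled peptide alone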
Target sequence (P14598 whole entry, looked up): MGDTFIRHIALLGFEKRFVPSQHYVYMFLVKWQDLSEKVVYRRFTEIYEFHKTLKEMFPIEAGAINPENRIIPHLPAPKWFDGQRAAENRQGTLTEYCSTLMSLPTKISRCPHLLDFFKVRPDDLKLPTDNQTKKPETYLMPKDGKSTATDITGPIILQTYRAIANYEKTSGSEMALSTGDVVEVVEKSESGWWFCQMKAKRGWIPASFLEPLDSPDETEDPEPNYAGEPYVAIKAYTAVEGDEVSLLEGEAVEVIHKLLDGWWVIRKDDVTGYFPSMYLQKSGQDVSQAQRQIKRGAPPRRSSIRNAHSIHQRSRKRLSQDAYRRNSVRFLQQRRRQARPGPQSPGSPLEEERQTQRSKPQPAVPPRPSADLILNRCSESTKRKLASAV
Runt-CBFb FRET = blocks binding of human RUNX1 Runt domain to CBFb | Cerulean-Runt/Venus-CBFb FRET ratio 530/480, 1 h | inhibition, % at 20 µM | 220,000 tested, 0.46% active | AID 1496;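 active = inhibition over about 50% at 20 µM in the single-dose screen, limit read from the data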;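 note: 0% = DMSO wells and 100% = excess unlabeled CBFb competitor control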
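Measured by: fluorescence energy transfer, 422 nm excitation, 530/480 nm emission; Assay system: Cerulean-Runt domain; Medium: Tris pH 7.5 buffer with BSA; Measure: loss of energy transfer signal; Controls: 5 µM unlabeled CBFb as full-inhibition high control; Incubation: protein complex preformed 1 h, compound exposure 1 h, room temperature, dark.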
EBV gp42 inh = EBV gp42 inhibition; Q1HVG2; Fluorescence polarization binding assay, mP read-out; inhibition, % (tested at 21.74 µM); 220,000 tested, 0.42% active; AID 1085; in the data active = inhibition above about 50%
* hit, by the source's call; · = no result given; [ ] = dose if it differs, or a comment.

nr	m-calpain inh	Runt-SMMHC FRET	p47phox inh	EBV gp42 inh	TbHK1 inh	Runt-CBFb FRET	RBBP9 inh	Furin inh	p97 inhibitor	mol
1	11	-11	-71	1	6	-1	-24	-26	-1	N#Cc1c(-c2cccs2)nc(SCc2ccc(Cl)cc2)[nH]c1=O
2	4	0	-16	-32	-24	14	-1	-16	7	CCn1c2ccccc2c2nnc(SCc3ccc(C(=O)OC)o3)nc21
3	-21	2	-4	7	0	2	-3	-16	3	C=C(C)CSc1nnc2n(C)c(=O)c3c4c(sc3n12)CCC4
4	-22	4	-15	-22	2	-1	-1	-16	7	O=C(CSc1nc2c(cnn2-c2ccc(F)cc2)c(=O)[nH]1)Nc1nccs1
5	-29	1	-1	-6	-6	-1	0	3	2	C=CCn1c(SCC(=O)CC(=O)OCC)nc2cc(C(=O)N3CCC(C(N)=O)CC3)ccc2c1=O
6	-11	2	-4	-6	-6	-2	-3	-14	5	O=C(CNC(=O)c1ccco1)N/N=C/c1c[nH]c2ccccc12
7	-59	5	-20	-12	0	4	-8	-18[20 µM]	5	COC(=O)C1=C(CSc2nncn2C)NC(=O)NC1c1cc(C)ccc1C (stereo not given)
8	-264	-9	-6	-26	-14	-1	-3	-63[20 µM]	0	CC(C)(Cl)C1Cc2cc3ccc(=O)oc3cc2O1 (stereo not given)
9	3	-7	0	10	-2	-3	-4	-8	0	CC(=O)c1c(C)[nH]c(C(=O)OCc2ccccc2F)c1C
10	-3	0	2	-14	-23	-1	0	-25	5	CCOC(=O)CNC(=O)CSc1nnc(NC(=O)c2ccc(C)cc2)s1
11	-21	-3	·	-6	-1	-1	2	-26	4	O=C(Nc1nnc(C2CC2)o1)c1ccc(S(=O)(=O)N2CCc3ccccc3C2)cc1
12	8	1	-19	-16	-3	-3	0	-22	5	COC(=O)c1ccc(C(=O)OC)c(NC(=O)CN(C)Cc2cccc(Cl)c2Cl)c1
13	6	4	-9	-11	10	1	-4	-24	-1	Cc1ccc(C(=O)CSc2nc(N)cc(=O)[nH]2)cc1
14	7	-14	10	2	0	1	1	-18	7	COc1cc2c(cc1OC)C(C(=O)N1CCCC1)C(c1ccccc1F)N(C)C2=O (stereo not given)
15	-3	3	-11	-7	-11	-1	-3	-19	1	COc1ccccc1N1CCN(/N=C/c2cc(OC)c(OC)c(OC)c2)CC1
16	-80	0	-31	-9	-7	10	0	-3[20 µM]	2	CCCC1CCc2c(sc(N)c2C(N)=O)C1 (stereo not given)
17	-31	2	4	0	2	-1	-6	-13[20 µM]	2	O=C(NCSC1=NCCS1)c1ccccc1
18	4	-4	-5	-20	-2	2	4	-18	8	Cc1oc(C(N)=O)cc1COc1ccc(C(N)=O)cc1
19	22	-2	-3	15	1	1	-2	-9	-7	Cc1cccc(N2CCN(C(=O)c3csc4ccccc34)CC2C)c1 (stereo not given)
20	-4	-1	-7	-18	-7	0	-1	-31	8	Cc1ccc(-c2nc(C(Cl)Cl)c3ccccc3n2)cc1

Five entries from above, with one line to a screen.
[11] O=C(Nc1nnc(C2CC2)o1)c1ccc(S(=O)(=O)N2CCc3ccccc3C2)cc1
[12] COC(=O)c1ccc(C(=O)OC)c(NC(=O)CN(C)Cc2cccc(Cl)c2Cl)c1
[13] Cc1ccc(C(=O)CSc2nc(N)cc(=O)[nH]2)cc1
[14] COc1cc2c(cc1OC)C(C(=O)N1CCCC1)C(c1ccccc1F)N(C)C2=O (stereo not given)
[15] COc1ccccc1N1CCN(/N=C/c2cc(OC)c(OC)c(OC)c2)CC1
assay / compound	11	12	13	14	15
m-calpain inh	-21	8	6	7	-3
Runt-SMMHC FRET	-3	1	4	-14	3
p47phox inh	·	-19	-9	10	-11
EBV gp42 inh	-6	-16	-11	2	-7
TbHK1 inh	-1	-3	10	0	-11
Runt-CBFb FRET	-1	-3	1	1	-1
RBBP9 inh	2	0	-4	1	-3
Furin inh	-26	-22	-24	-18	-19
p97 inhibitor	4	5	-1	7	1

Just p47phox inh, for 4 of the compounds above:
item	smiles	p47phox inh
15	COc1ccccc1N1CCN(/N=C/c2cc(OC)c(OC)c(OC)c2)CC1	-11
12	COC(=O)c1ccc(C(=O)OC)c(NC(=O)CN(C)Cc2cccc(Cl)c2Cl)c1	-19
14	COc1cc2c(cc1OC)C(C(=O)N1CCCC1)C(c1ccccc1F)N(C)C2=O (stereo not given)	10
17	O=C(NCSC1=NCCS1)c1ccccc1	4

Going on with the list.
nr	m-calpain inh	Runt-SMMHC FRET	p47phox inh	EBV gp42 inh	TbHK1 inh	Runt-CBFb FRET	RBBP9 inh	Furin inh	p97 inhibitor	mol
21	-17	0	-12	-12	3	0	3	-30[20 µM]	3	CSc1nc2ccc(Cl)cc2[nH]1
22	8	-4	-15	-7	29	4	2	-22	5	CC(C)(C)c1ccc(NC(=S)NCc2cccnc2)cc1
23	-6	-6	7	2	11	-2	-3	-31	5	CSc1cccc(NC(=S)N2CCCN(Cc3cccc(Cl)c3)C2)c1
24	-24	2	-11	-14	-5	-1	0	-22	4	Cc1nc(N)c(C#N)c(-c2ccccc2)c1C
25	-12	1	-10	-18	10	-1	-7	-6	0	C=CCNCCCOc1ccc(Cl)cc1C(C)(C)C
26	29	-6	5	5	-4	-2	-1	-23[20 µM]	-4	CCOC(=O)C1CCCN(S(=O)(=O)c2ccc(OC)c3ccccc23)C1 (stereo not given)
27	-9	-3	-17	1	-7	3	1	-23	-1	COc1cc(OC)c(NC(=O)CS(=O)(=O)Cc2nc(-c3ccc(C)cc3)oc2C)cc1Cl
28	-24	-4	-12	-16	-5	-2	-2	-21	3	CCCc1c(O)nc(SCCN(CCC)CCC)[nH]c1=O
29	-161	-6	-36	7	-4	-11	-8	-41	1	CC1CCN(S(=O)(=O)c2ccc(C(=O)Nc3sccc3C(N)=O)cc2)CC1
30	15	-1	8	-1	-9	0	2	-14	-2	O=c1[nH]c2cccnc2n1-c1cccc([N+](=O)[O-])c1
31	-18	-1	-5	-5	-2	1	2	-25	4	O=C(CO/N=C/c1c(Cl)cccc1Cl)NNC(=O)c1ccc(Cl)cc1
32	-3	2	-8	-8	-14	2	-10	-16	-2	Cc1ccc(-n2c(=S)[nH]c3nc4c(cc3c2=O)COC(C)(C)C4)cc1
33	-64	-18	-12	3	-39	-12	·	-16	·	CCCCC1=CC2=C(c3ccco3)C(=O)C(C)(OC(=O)c3ccc(OC)cc3)C(=O)C2=CN1c1ccccc1 (stereo not given)
34	14	3	-6	-9	-5	2	-6	-24[20 µM]	2	Brc1ccc(-c2nnc(-c3cccc(Br)c3)o2)cc1
35	-12	4	-7	-5	-9	1	1	-13[20 µM]	-1	Cc1ccc(-n2c(-c3cccnc3)n[nH]c2=S)c(C)c1
36	6	-3	-20	-13	-47	0	5	7	3	CCN(CC)S(=O)(=O)c1ccc(N/N=C/c2ccc(O)cc2)nc1
37	-54	-8	-28	17	-21	5	-7	-25[20 µM]	3	CCOc1cccc(NCc2cc3c(C(C)(C)C)nn(-c4ccccc4)c3[nH]c2=O)c1
38	-7	0	5	-4	7	-4	-1	-13	0	CN(C)N1C(N)=C(C#N)C(c2cccnc2)C2=C1CC(C)(C)CC2=O (stereo not given)
39	-5	-1	-5	-14	-6	-1	-6	-22[20 µM]	-3	COc1ccc(OCC(=O)Nc2cccc(NC(=O)COc3ccc(OC)cc3)n2)cc1
40	9	23	-10	3	12	24	-11	-10	4	O=C(/C=C/c1ccco1)Nc1ccc(Oc2ccc(Cl)cc2)cc1
41	-15	0	-6	-6	4	-1	-2	-16	3	O=C(N1CCOCC1)N(Cc1ccccc1)c1ccccn1
42	-201	2	-7	-3	-9	-2	2	-29	-4	Cc1cc(C)c2c(c1)-c1cc(C)nn1C(c1ccc3c(c1)OCO3)N2 (stereo not given)
43	-130	2	-50	-24	-16	2	-10	-6[20 µM]	-3	COc1cccc(Nc2nc(-c3sc(NC(=O)c4ccco4)nc3C)cs2)c1
44	14	3	1	-20	6	1	-10	-24[20 µM]	-1	CC1C(c2ccccc2)N(C)C(c2ccccc2)CC1(O)c1ccccc1 (stereo not given)
45	-63	15	-30	-6	-7	11	-9	-21	3	Cc1ccc(C(=O)NC(=S)Nc2ccc(-c3ccc(CO)o3)cc2)cc1
46	13	4	-8	-9	5	0	-2	-19[20 µM]	5	CCOC(=O)CN1C(=O)C2(OCCCO2)c2ccccc21
47	2	-6	2	-9	0	18	-6	-19	1	COC(=O)c1cccc(NC(=S)NCc2ccco2)c1
48	-41	-4	-32	-25	-8	-1	-2	-17	3	O=C(N=C1c2ccccc2CN1c1ccc(F)c(Cl)c1)c1cccnc1Cl
49	-388	86*	-5	-12	-3	70*	-4	-9	-3	CCOC(=O)c1cc2c(=O)n3ccccc3nc2n(Cc2ccco2)c1=NC(=O)c1ccc(OC)cc1OC
50	-12	1	-21	-16	-14	1	5	-1	-1	COc1cc(C(=O)Oc2c(CN3CCOCC3)cc(Cl)c3cccnc23)cc(OC)c1OC
51	22	0	-12	5	-4	0	-6	-19[20 µM]	-6	Cc1cc2nc(C)n(CCCNC(=O)Nc3ccc(F)cc3)c2cc1C
52	-6	1	-9	-9	-11	-2	-1	-28	-1	CC(=C/c1ccc(C(C)C)cc1)/C=N/NC(=O)Cn1nnnc1N
53	4	-4	·	-15	-16	1	6	-31	1	CCOc1cc(NC(=O)c2cccs2)c(OCC)cc1NC(=O)CCC(=O)NCCN1CCOCC1
54	-22	5	-6	6	-20	15	-9	-9[20 µM]	4	[O-]/C(=C(\C(=S)Nc1cccc2ccccc12)[n+]1ccccc1)c1ccc2c(c1)OCCO2
55	2	-2	6	0	26	-4	-1	-15	4	O=C(CN1CCC(C(=O)c2ccc(Cl)cc2)CC1)Nc1ccc2c(c1)OCCO2
56	18	1	-14	-6	3	2	-10	-9	2	CCOC(=O)C1CCN(C(=O)c2ccccc2NC(C)=O)CC1
57	47	-46	-48	-162	-4	-29	-3	25	-4	CCN1/C(=C/c2ccc3cc(C)ccc3[n+]2CC)Sc2ccccc21
58	19	-2	3	4	7	2	-7	-17	-2	COc1ccc(-c2nc3ccccc3n2OC(C)C(=O)O)cc1 (stereo not given)
59	-432	1	-34	-14	-13	1	-9	-6[20 µM]	-6	CCN(CC)CCCNc1nc2cc(OC)c(OC)cc2c2nc(-c3ccccc3)nn12
60	1	2	-21	-23	0	1	-12	-16[20 µM]	4	O=C(CCN1C(=O)C2C3C=CC(C3)C2C1=O)NC1CCCc2ccccc21 (stereo not given)
61	30	4	-8	-9	2	1	-1	-14	1	COC(=O)c1ccc(NC(=O)CN2CCN(c3ccccn3)CC2)cc1
62	11	3	-10	-8	2	0	-5	-9	7	CC(=NCCc1ccccc1)C1=C(O)C(c2ccccc2)OC1=O (stereo not given)
63	-29	0	-14	-14	0	2	5	-16[20 µM]	3	Cc1ccc2c(c1)CCCN2C(=O)C1CCCO1 (stereo not given)
64	8	2	-10	-23	6	2	-6	-15	0	CN(CP(=O)(O)C(O)c1ccccc1)S(C)(=O)=O (stereo not given)
65	2	-4	8	-8	-4	2	-6	-11	5	COc1ccc(/C=N/NC(=O)CNC(=O)COc2ccccc2)cc1
66	-19	3	-7	-17	5	0	-5	-9	-6	CCOC(=O)C1CCCN(C(=O)Cn2cnc3c2c(=O)n(C)c(=O)n3C)C1 (stereo not given)
67	-6	-1	-14	-13	-25	1	-2	-20[20 µM]	2	COc1cccc(Nc2ncnc3ccccc23)c1
68	3	3	-5	-10	-31	1	-7	-8	4	CC1(C)CC(=O)C=C(Nc2cccc(O)c2)C1
69	-12	2	-4	-12	-13	-2	-2	5	3	Cc1ccc(C(=O)CSc2nc3ccccc3c(=O)n2-c2ccccc2)s1
70	15	1	0	4	-47	1	-1	3[20 µM]	-33	O=C(N/N=C/c1ccc2c(c1)OCO2)c1ccccn1
71	1	0	-3	-2	33	-1	-3	3	0	C/C(=N/NC(=O)CNC(=O)Cc1ccccc1)c1ccco1
